A549 tox: kills or reduces viability of A549 cells in Nrf2 counter-screen; A549 ARE-Fluc cells, CellTiter-Fluor viability, 18-24 h; Potency, µM (highest dose often 46 µM), inactives show at the highest dose activity change, negative = cytotoxicity, most hits filed as inhibitors; hit rate 0.16% among 390,000; AID 504648; note: potency is the fitted concentration of half-maximal effect; % is set by controls: 0 for no effect and ±100 for the full control effect
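A549 ARE-Fluc cells in 5% FBS OPTI-MEM, 5000 cells/well, rested 2 h then exposed to compounds in concentration-response for 18-24 h at 37 °C. Viability by CellTiter-Fluor fluorescence (Ex 405/Em 525) after 30 min; luciferase luminescence (BugLite, 15 min, RT) read afterwards.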
Nrf2 inh: blocks Nrf2 signaling. Potency, µM (doses to about 46 µM), without a hit: at the highest dose activity change, negative = inhibition, hits mostly inhibitors. AID 504444. hit rate 2.1% among 360,000. A549 ARE-Fluc reporter, luciferase luminescence, 18-24 h; note: potency is the fitted concentration of half-maximal effect; % is set by controls: 0 for no effect and ±100 for the full control effect; nearly all actives have a fitted effect of over 60% in size
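A549 ARE_Fluc cells, 5000/well, 5% FBS OPTI-MEM; compounds in dose-response, 18-24 h at 37 °C/5% CO2; CellTiter-Fluor viability read (Ex 405/Em 525), then BugLite luciferase luminescence = Nrf2 activity.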
Nrf2 ARE act: activators of Nrf2 (ARE) signaling | AREc32 ARE-luciferase reporter (MCF7-derived line), luminescence, 24 h | hit rate 0.31% among 410,000 | AID 624171 | Potency, µM (highest dose often 46.1 µM), for inactives: at the highest dose activation, actives largely listed as activators; note: potency is the fitted concentration of half-maximal effect; % of control where 0% means no effect; nearly all actives have a fitted effect of over 65% in size
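Quantitative high-throughput format: AREc32 reporter cells, 1000 per well, received compound by pin transfer and were incubated 24 hr at 37 deg C, 5% CO2, before Steady-Glo luminescence detection.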
ATXN viability: viability counter-screen for ATXN expression inhibitors. S2 cells (HEK-293 line with an ATXN2-luciferase reporter) viability, CellTiter-Fluor protease fluorescence, 24 h. Potency, µM (series often up to 56.7 µM), hits mostly cytotoxic. hit rate 0.49% among 400,000. AID 651635; note: potency is the fitted concentration of half-maximal effect; nearly all actives have a fitted effect of over 40% in size
TGFb SMAD3 inh: TGF-b pathway inhibition; HepG2 CAGA-GFP TGF-b/SMAD3 reporter, GFP fluorescence, 18 h; TGF-beta stimulated, 500 pg/mL final; Potency, µM (highest dose often 46.1 µM), inactives show at the top dose activity, negative = inhibition, actives largely listed as inhibitors; hit rate 1.2% among 410,000; AID 588855; note: potency is the fitted concentration of half-maximal effect; % is set by controls: 0 for no effect and ±100 for the full control effect; nearly all actives have a fitted effect of over 65% in size
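Per well, imaged GFP fluorescence of HEPG2 CAGA-GFP cells gives the signal; cells get compound, then TGF-beta (500 pg/mL final), 18 h at 37 degrees C; %Activity versus -TGF-beta and +DMSO controls.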
HepG2 viability: HepG2 cytotoxicity, counter-screen for TGF-b inhibitors; HepG2 CAGA-GFP viability, ATP luminescence, 18 h; Potency, µM (titrated, usually from 46.1 µM), without a hit: at the highest dose activity change, negative = cytotoxicity, most hits filed as cytotoxic; hit rate 0.76% among 410,000; AID 588856; note: potency is the fitted concentration of half-maximal effect; some results filed as inactive show a strong effect at the top dose
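CellTiter-Glo luminescence gave cytotoxicity after 18 hours at 37 degrees C. The cells were HepG2 CAGA-GFP in 1% FBS DMEM, stimulated with 500 pg/mL TGF-beta after compound addition. %Activity was normalised to no-cell wells (complete cell-killing) and DMSO (no toxicity), and curves were fitted and classified.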
Akt phos inh: inhibitors of Akt phosphorylation | Neuro2A IGF-stimulated pAkt S473 HTRF, 20 min; active compounds read low | activity change, % for hits at 50 µM | hit rate 0.32% among 360,000; in the data active = activity change below about -80%; inconclusive = mostly about -51% to -80%; note: % is set by controls: 0 for no effect and ±100 for the full control effect
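Neuro2A cells (4,500/well, DMEM with 0.5% FBS) were treated with compound at a single 50 µM final concentration, stimulated with 6 nM IGF for 20 min at 37 °C, and lysed. Phospho-Akt Ser473 was read by HTRF as 665/615 ratio ×10^4.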
MmCpn inh: inhibitors of Methanococcus maripaludis chaperonin (MmCpn); Potency, µM (doses to about 76.9 µM), for the others: at the top dose activity, negative = inhibition, most hits filed as inhibitors; hit rate 0.031% among 330,000; purified Mm-Cpn ATPase, ADP Transcreener TR-FRET; note: potency is the fitted concentration of half-maximal effect; % is set by controls: 0 for no effect and ±100 for the full control effect; nearly all actives have a fitted effect of over 80% in size
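Measured: ADP formation by purified Mm-CPN. Conditions: 25 nM protein, 10 uM ATP, Tris pH 7.4 with Mg2+, K+ and DTT, 37°C for 30 min. Detection: Transcreener HTRF after 30 min at room temperature.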
CCT chaperon mod: modulators of cytosolic chaperonin (CCT/TRiC) activity; hit rate 0.3% among 360,000; activity change, % (no concentration beside the values), hits read low; purified chaperonin ATPase assay, HTRF ADP detection, 30 min; in the data active = activity change below about -30%; note: % is set by controls: 0 for no effect and ±100 for the full control effect
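We incubate TRiC, 40 or 20 nM final, with library compounds at 76 uM and 10 uM ATP for 30 min at 37 °C. ADP formed is detected with Transcreener HTRF reagents after 30 min at room temperature.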
Numbers without * were called inactive; i = inactive; ? = inconclusive; / = no result given. Unless noted, calls come from the whole dose curve; as a rule, active = well fitted curve in the direction sought with a large enough effect; inconclusive = small, poorly fitted or top-dose-only effect, or another doubt; inactive = no such curve, though single readings can be large; an effect the other way counts as inactive or inconclusive.

no.	Molecule	A549 tox	Nrf2 inh	Nrf2 ARE act	ATXN viability	TGFb SMAD3 inh	HepG2 viability	Akt phos inh	MmCpn inh	CCT chaperon mod
1	COc1ccc(N2CCN(C(=O)c3oc4c(c3C)C(=O)CCC4)CC2)cc1	5.0%	0.4%	-0.7%	i	0.8%	16.0%	i	2.1%	-7.8
2	CC12CCC(=O)N1C(C(=O)Nc1ccccc1N1CCOCC1)CS2 (stereo unspecified)	-0.4%	0.7%	2.2%	?	-5.8%	6.0%	i	0.2%	-7.2
3	Cc1ccc2c(=O)cc(C(=O)Nc3sc4c(c3C(=O)NCc3cccnc3)CCCC4)oc2c1C	12.4%	26.6%	0.1%	i	-4.1%	7.6%	/	/	/
4	CC(=O)c1cccc(Nc2ccc3cc(S(=O)(=O)N4CCCC4)ccc3n2)c1	-16.6%	-14.7%	6.6%	i	-31.6%	-19.1%	/	/	/
5	Cc1oc(-c2ccccc2F)nc1CS(=O)(=O)CC(=O)NCc1ccccc1Cl	2.8%	-11.7%	-0.7%	?	1.3%	-13.6%	i	-2.7%	-11.3
6	CC(C)(c1ccc(O)cc1)c1ccc(O)cc1	8.5%	-10.7%	0.5%	i	-11.1%	-4.1%	i	2.3%	-0.6
7	COc1nc(NC23CC4CC(CC(C4)C2)C3)nc(OC)n1	5.5%	/	0.4%	i	33.5%	4.5%	i	-1.4%	3.0
8	COc1ccc(S(=O)(=O)N2CCC(C(=O)NCCC(=O)Nc3nccs3)CC2)cc1	-1.9%	-7.0%	-0.3%	i	15.2%	9.7%	i	4.3%	-1.4
9	Cn1nc(-c2ccccc2)c2ncc(C(F)(F)F)cc21	1.7%	3.4%	14.1%	i	0.5%	-13.5%	i	-2.4%	-2.6
10	O=C(NC(=O)c1ccc(C(F)(F)F)cc1)Nc1ccc(-c2cnco2)cc1	8.7%	0.0%	-0.4%	i	-0.6%	-0.5%	i	0.2%	0.6
11	CCOC(=O)CSc1snnc1-c1ccccc1	-6.1%	11.5%	-0.5%	i	9.4%	-3.4%	/	0.5%	0.6
12	Cc1oc(-c2cccc(Cl)c2)nc1CN1CCC(C(=O)NC(C)C)CC1	-10.1%	14.5%	2.9%	i	10.0%	2.7%	/	/	/
13	O=c1[nH]c(-c2ccccc2)c(-c2ccccc2)nc1[N+](=O)[O-]	1.2%	0.5%	-0.1%	i	-11.8%	-0.7%	i	3.7%	-0.7
14	Nc1c(C(=O)Nc2ccccc2)nnn1Cc1ccc(F)cc1Cl	8.3%	?	7.7%	/	/	-0.9%	/	/	/
15	CCOC(=O)N1CCN(C(=O)CSc2nc3c([nH]c4ccccc43)c(=O)n2CCOC)CC1	-4.2%	-3.2%	4.4%	i	12.0%	-0.2%	i	0.9%	-1.5
16	Cc1ccc(CNC(=O)c2ccc(CSCc3c(F)cccc3Cl)o2)cc1	11.5%	/	4.9%	i	15.8µM*	-25.9%	/	/	/
17	O=C(CCNS(=O)(=O)c1ccccc1C(F)(F)F)N1CCCCCCC1	0.0%	-5.2%	-1.1%	i	-14.3%	-32.5%	i	0.7%	0.6
18	CCc1cccc(NC(=O)CCc2nc3sc4c(c3c(=O)[nH]2)CCCC4)c1	-0.1%	-13.0%	2.3%	i	?	0.0%	i	-6.9%	0.9
19	CCOc1ccc(CSC(=N)N)cc1[N+](=O)[O-]	?	11.3%	3.9%	?	-0.5%	-15.3%	i	-0.8%	-3.1
20	COC(=O)c1ccc(Cn2nnc3c(=O)[nH]c(C4CCN(S(=O)(=O)c5cc(C)ccc5C)CC4)nc32)cc1	-0.1%	11.4%	0.1%	i	6.8%	5.6%	i	-0.2%	0.5

The last two compounds of the part before are carried over, then new ones follow.
no.	Molecule	A549 tox	Nrf2 inh	Nrf2 ARE act	ATXN viability	TGFb SMAD3 inh	HepG2 viability	Akt phos inh	MmCpn inh	CCT chaperon mod
19	CCOc1ccc(CSC(=N)N)cc1[N+](=O)[O-]	?	11.3%	3.9%	?	-0.5%	-15.3%	i	-0.8%	-3.1
20	COC(=O)c1ccc(Cn2nnc3c(=O)[nH]c(C4CCN(S(=O)(=O)c5cc(C)ccc5C)CC4)nc32)cc1	-0.1%	11.4%	0.1%	i	6.8%	5.6%	i	-0.2%	0.5
21	COc1ccc(/C=N/N2CCN(C3c4ccccc4-c4ccccc43)CC2)cc1OC	10.8%	5.7%	0.1%	?	6.2%	25.2%	i	-0.1%	-0.8
22	CC(Cc1cccs1)NC(=O)Nc1cccc(Cl)c1 (stereo unspecified)	-9.0%	-12.5%	0.0%	i	-1.2%	-16.0%	i	-0.4%	-0.6
23	Cc1cc(NC(=O)C2Oc3ccccc3OC2C)no1 (stereo unspecified)	5.2%	?	15.4%	i	6.4%	5.1%	i	0.3%	0.5
24	CCOc1ccc2nc(N3CCCC(C(=O)NCCCN4CCOCC4)C3)sc2c1 (stereo unspecified)	1.6%	1.4%	-0.4%	i	-3.1%	-17.5%	i	-0.8%	-1.1
25	CCN(CC)C(=O)CN(C#N)c1nc(NC(C)C)nc(NC(C)C)n1	-11.2%	15.4%	-0.3%	/	0.0%	-21.4%	/	-0.9%	-0.2
26	NNC(=O)c1c[nH]c2ccc(OCc3ccccc3)cc12	4.6%	3.5%	2.0%	i	-16.9%	-2.0%	i	/	-2.0
27	Cc1ccc(Nc2nc(-c3ccc(S(=O)(=O)N4CCOCC4)cc3)cs2)cc1Cl	8.5%	?	0.0%	?	-25.8%	-51.1%	i	-2.9%	-2.3
28	OC(CSc1ccccc1Cl)CN1CCN(c2ccccc2F)CC1 (stereo unspecified)	-8.0%	?	-0.7%	i	0.9%	-27.6%	i	0.1%	-1.3
29	CC(SCC(=O)Nc1ccc(S(=O)(=O)N2CCCCC2)cc1)C(=O)O (stereo unspecified)	-1.2%	1.6%	-0.5%	i	4.4%	2.5%	i	-1.6%	-2.6
30	CC(C)CN(C(=O)CN(C)C(=O)Cc1ccc(Cl)cc1)c1c(N)n(CC(C)C)c(=O)[nH]c1=O	-1.0%	-2.0%	-0.3%	i	-19.1%	-11.0%	i	2.5%	3.5
31	CCc1cc(=O)[nH]c(SCc2nc(-c3cccc(Cl)c3)no2)n1	9.1%	/	-0.5%	/	-15.2%	-9.6%	/	/	/
32	COc1cc(C)c(CNc2cc(C)cc(C)c2)cc1C	-16.3%	?	-0.5%	i	1.4%	-16.2%	/	-0.1%	-1.9
33	CCOC(=O)C1CCN(C(=O)c2ccc3c(c2)sc2nc(-c4ccc(OC)cc4)cn23)CC1	7.2%	-2.0%	5.1%	/	?	-20.6%	/	/	/
34	CCC(C)c1ccc(S(=O)(=O)N2CCN(C(=O)CN3C(=O)NC(C)(C4CC4)C3=O)CC2)cc1 (stereo unspecified)	/	/	-0.2%	i	3.6%	9.1%	i	/	-0.2
35	COc1ccc(NC(=O)c2cc(=O)[nH]c3ccccc23)cc1	2.6%	13.7%	2.5%	i	-8.4%	-8.9%	i	1.3%	0.3
36	CCN(c1cccc(C)c1)S(=O)(=O)c1ccc2c(c1)NC(=O)CS2	4.6%	-12.1%	-0.8%	i	-9.8%	-5.4%	i	1.8%	-1.9
37	Cc1ccc2c(c1)C(=O)C(=O)N2c1ccc(C(F)(F)F)cc1	-9.1%	5.8%	0.0%	i	-10.8%	-19.8%	i	2.4%	-1.8
38	CCCCn1nnnc1C(c1cc2ccccc2o1)N1CCN(CC(=O)N2CCCC2)CC1 (stereo unspecified)	/	/	0.1%	i	/	/	i	/	-0.1
39	CCOC(=O)CCCN1CC(O)=C(c2nc(-c3ccc(Cl)cc3)cs2)C1=N	0.8%	?	0.0%	i	2.5%	7.0%	i	1.5%	-0.2
40	Cc1sc(NC(=O)CCl)c(C(=O)c2ccccc2)c1C	/	7.8%	?	?	?	12.6µM*	i	3.2%	-0.8

A draw from above in order of length of the SMILES, ascending.
no.	Molecule	A549 tox	Nrf2 inh	Nrf2 ARE act	ATXN viability	TGFb SMAD3 inh	HepG2 viability	Akt phos inh	MmCpn inh	CCT chaperon mod
35	COc1ccc(NC(=O)c2cc(=O)[nH]c3ccccc23)cc1	2.6%	13.7%	2.5%	i	-8.4%	-8.9%	i	1.3%	0.3
29	CC(SCC(=O)Nc1ccc(S(=O)(=O)N2CCCCC2)cc1)C(=O)O (stereo unspecified)	-1.2%	1.6%	-0.5%	i	4.4%	2.5%	i	-1.6%	-2.6
27	Cc1ccc(Nc2nc(-c3ccc(S(=O)(=O)N4CCOCC4)cc3)cs2)cc1Cl	8.5%	?	0.0%	?	-25.8%	-51.1%	i	-2.9%	-2.3
30	CC(C)CN(C(=O)CN(C)C(=O)Cc1ccc(Cl)cc1)c1c(N)n(CC(C)C)c(=O)[nH]c1=O	-1.0%	-2.0%	-0.3%	i	-19.1%	-11.0%	i	2.5%	3.5

Next section.
no.	Molecule	A549 tox	Nrf2 inh	Nrf2 ARE act	ATXN viability	TGFb SMAD3 inh	HepG2 viability	Akt phos inh	MmCpn inh	CCT chaperon mod
41	Cc1cc(O)c(C(=O)/C=C/c2ccc(Cl)cc2)c(=O)o1	-0.1%	1.0%	?	/	-3.7%	-30.3%	i	-6.6%	-1.8
42	N#CCCn1cc(C(CC(=O)c2ccc(Br)cc2)C(=O)O)c2ccccc21 (stereo unspecified)	0.5%	29.7%	9.6%	i	-6.9%	-32.8%	i	-0.1%	-0.2
43	CC(=O)c1cccc(NC(=O)CCCOc2ccc(C)cc2)c1	-4.2%	0.7%	-0.1%	i	?	-7.0%	i	-1.8%	1.6
44	CC[C@]12c3[nH]c4cc(-c5ccco5)ccc4c3CCN1C(=O)[C@@H](CC(=O)NC/C=C(\C)CCC=C(C)C)C[C@@H]2C(=O)N1CCN(C(=O)C2CC2)CC1	?	?	-0.1%	i	?	-11.6%	i	-18.4%	-0.1
